# ANO1 activ: activates or potentiates the mouse TMEM16A chloride channel; Q8BHY3; HEK293 TMEM16A/YFP-H148Q/I152L, iodide quench fluorescence; hits give low values; B-score at 10 µM; actives 0.3% (n = 340,000);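 active = fluorescence-ratio B-score plate-corrected deviation score at least 3 library SD below zero, with starting fluorescence score within 5 deviations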;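 note: channel opened by trigger with iodide after compound preincubation; score built on the fluorescence ratio of max minus min over baseline; more negative score means more quench and so TMEM16A activation or potentiation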
# TRPC6 act: activates the mouse TRPC6 cation channel; Q61143; HEK293-TRPC6 membrane potential dye fluorescence; hits give high values; B-score at 10 µM; actives 0.13% (n = 310,000);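 active = B-score of the integrated fluorescence ratio above library mean plus 3 SD, and starting fluorescence ratio within library mean plus 5 SD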;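 note: higher score means more depolarization so channel activation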
# MrgX1 allo act: allosterically activates human MrgX1 receptor signaling; MrgX1-HEK293, Fluo-4 calcium flux, FDSS; hits give high values; B-score at 10 µM; actives 0.63% (n = 310,000);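 active = plate-corrected calcium response at least 3 library SD above typical, normal starting fluorescence, not activating the receptor alone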;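 note: compound read alongside a low EC10 to EC30 dose of BAM8-22 agonist; peak minus trough fluorescence over baseline measured at the second addition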
# Target sequence (Q96LB2 whole entry, looked up): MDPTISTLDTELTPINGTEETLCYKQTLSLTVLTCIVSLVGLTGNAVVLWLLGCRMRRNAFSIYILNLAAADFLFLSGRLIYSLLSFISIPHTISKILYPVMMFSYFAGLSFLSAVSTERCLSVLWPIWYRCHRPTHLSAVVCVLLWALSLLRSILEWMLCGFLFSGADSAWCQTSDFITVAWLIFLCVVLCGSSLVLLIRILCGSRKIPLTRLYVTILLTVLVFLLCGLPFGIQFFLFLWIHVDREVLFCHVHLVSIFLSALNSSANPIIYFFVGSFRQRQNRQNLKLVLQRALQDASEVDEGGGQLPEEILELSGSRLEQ
# MrgX1 antagonist: human MrgX1 receptor antagonism, primary screen; Q96LB2; MRGX1-HEK293 calcium flux, Fluo-4, BAM8-22 antagonism; hits give low values; B-score at 10 µM; actives 1.3% (n = 310,000);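 active = calcium-response B-score plate-corrected more than 3 library SD below zero, starting fluorescence within 5 deviations, no agonist response on first addition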;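 note: peak minus trough fluorescence over baseline after final BAM8-22 challenge near maximal dose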
# TRPC4 PAM: allosterically enhances the mouse TRPC4 cation channel | HEK293 TRPC4beta/mu-opioid, DAMGO EC20, Fluo-4 Ca2+ flux; hits give high values | actives 0.42% (n = 310,000) | B-score at 10 µM | AID 2227 | Q9QUQ5;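 active = B-score of calcium response area above 5 SD of library B-scores, with initial fluorescence ratio within 5 SD of library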;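 note: B-score of integrated fluorescence ratio over time as area under calcium response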
# RGS4 inh: inhibitors of human RGS4. P49798. HEK293 M3R/RGS4 inducible, Fluo-4 calcium flux; hits give high values; triggered by carbachol at its EC20. B-score at 10 µM. actives 0.45% (n = 310,000). AID 463165;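 active = B-score, a plate-corrected calcium signal, over three deviations above library mean, with baseline fluorescence within five deviations of library mean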;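 note: RGS4 expression induced by doxycycline in cells with stable M3 receptor; B-score is computed from the integrated fluorescence ratio over baseline after carbachol; higher B-score means a larger calcium signal and so more RGS4 inhibition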
# Target sequence (P49798 whole entry, looked up): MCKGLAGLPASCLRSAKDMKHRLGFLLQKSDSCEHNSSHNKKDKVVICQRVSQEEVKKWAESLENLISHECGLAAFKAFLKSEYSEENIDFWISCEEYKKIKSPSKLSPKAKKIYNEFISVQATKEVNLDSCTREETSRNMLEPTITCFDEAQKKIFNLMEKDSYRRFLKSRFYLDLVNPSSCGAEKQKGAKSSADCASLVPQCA
# TRPC6 inh: mouse TRPC6 channel inhibition. Q61143. actives 1.1% (n = 310,000). HEK293-TRPC6, membrane potential dye, ACh-evoked depolarization; hits give low values. B-score at 10 µM. AID 2553;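 active = B-score under library mean minus 3 SD, initial fluorescence not abnormally high, positive integrated signal ratio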;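 note: B-score derived from integrated fluorescence ratio over the kinetic read; more negative B-score means stronger inhibition of depolarization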
# MrgX1 ag: human MrgX1 receptor agonism, primary screen | Q96LB2 | MrgX1-HEK293 cells, Fluo-4 calcium fluorescence, agonist mode; hits give high values | B-score at 10 µM | actives 0.44% (n = 310,000);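 active = calcium response B-score plate-corrected fluorescence ratio at least 3 library SD, with starting fluorescence B-score inside 5 SD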
#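 Test system: HEK293 cells stably expressing human MrgX1 receptor; Input: fifteen thousand cells per well; Dosing: compound delivered in addition one of three; Schedule: overnight seeding, then 1 h dark dye loading; Technique: Fluo-4 NW calcium fluorescence; Measure: B-scored fluorescence response ratio; Controls: positive and negative controls per plate.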
# ANO1 block: mouse TMEM16A channel inhibition, primary screen; Q8BHY3; HEK293 TMEM16A/YFP iodide influx fluorescence, ionomycin; normalized B-score (activity score, 25-100; higher = stronger inhibition) at 10 µM; actives 1.2% (n = 310,000);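 active = ratio plate-corrected score three or more library SD toward inhibition, starting fluorescence score within five deviations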;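 note: score derived from kinetic fluorescence span divided by baseline fluorescence per well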
# TRPC4 block: blocks the mouse TRPC4 cation channel; Q9QUQ5; HEK293 TRPC4beta/mu-opioid, DAMGO-evoked Fluo4 calcium flux; hits give low values; B-score at 10 µM; actives 0.39% (n = 300,000); AID 2247;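 active = B-score over 3 SD under the library average, no early fluorescence shift, positive overall ratio signal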
#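 Signal: kinetic Fluo4 fluorescence imaging of calcium influx. Material: stable TRPC4beta/mu-opioid receptor HEK293 cells. Probe or stimulus: DAMGO in two steps, submaximal then maximal.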
# TRPC4 agonist: opens the mouse TRPC4 cation channel. HEK293 TRPC4beta/mu-opioid, Fluo4 calcium fluorescence; hits give high values. actives 0.49% (n = 310,000). B-score at 10 µM;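 active = B-score above 5 SD of library B-scores, and initial fluorescence ratio not above library mean plus 5 SD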;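 note: positive B-score marks a calcium rise read as TRPC4 activation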
#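 Incubation: 45 min room-temperature Fluo4 loading, 110 s read / System: HEK293 cells stably co-expressing mouse TRPC4beta and mu-opioid receptor / Signal: Fluo4 fluorescence, kinetic / Control set: buffer (low) and maximal DAMGO (high) / Measure: integrated baseline-normalised fluorescence ratio, converted to per-well B score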
# * marks the source's active call; other numbers are inactive results; i = inactive; . = no result given.
structure,MrgX1 antagonist,ANO1 block,TRPC6 inh,RGS4 inh,TRPC4 PAM,MrgX1 ag,TRPC4 block,TRPC6 act,TRPC4 agonist,ANO1 activ,MrgX1 allo act
Cc1cccc(N2C(=O)CC(Sc3nc(-c4ccccc4)c4cc(Cl)ccc4n3)C2=O)c1 (configuration not stated),i,i,i,i,i,i,i,i,i,i,i
CCOc1ccc(NC(=O)CN(C)C(=O)Cc2c[nH]c3ccccc23)cc1OCC,i,i,i,i,i,i,i,i,i,i,i
Cc1sc2ncnc(NCC3CCCO3)c2c1C (configuration not stated),i,i,i,i,i,i,i,i,i,i,i
COc1cc(Cl)c(C)cc1NC(=O)COC(=O)C(NS(=O)(=O)c1ccc(Cl)cc1)C(C)O (configuration not stated),i,i,i,i,i,i,i,i,i,i,i
COc1ccc(C(C)NC(=S)NC2CCCCC2)cc1OC (configuration not stated),i,i,i,i,i,i,i,i,i,i,i
Cc1nc2ccccn2c(=O)c1NC(=O)c1cccc2ccccc12,i,i,i,i,i,i,i,i,i,i,i
O=S(=O)(c1ccc2[nH]ccc2c1)N1CCCCCC1,i,i,i,i,i,i,i,i,i,i,i
CC(C)N(Cc1nccn1C)C(=O)CC1C(=O)NCCN1Cc1ccccc1C(F)(F)F (configuration not stated),i,i,i,i,i,i,i,i,i,i,i
Clc1cccc(OCc2nc(-c3ccncc3)no2)c1,i,i,i,i,i,i,i,i,i,i,i
Cc1ccc(Cl)c2sc(N3CCN(C(=O)c4ccco4)CC3)nc12,i,i,i,i,i,i,i,i,i,i,i
CCOC(=O)CN1C(=O)C(O)=C(C(C)=O)C1c1ccccc1 (configuration not stated),i,i,i,i,i,i,i,i,i,i,i
Cc1onc(-c2c(Cl)cccc2Cl)c1C(=O)NCCN1CCOCC1,i,i,i,i,i,i,i,i,i,i,i
O=C(COC(=O)CCc1nc2ccccc2n1-c1ccccc1)Nc1ccc(N2CCCCC2)cc1,i,i,i,i,i,i,i,i,i,i,i
CCc1nnc(NC(=O)CSc2nnc(-c3c[nH]c4ccccc34)n2C)s1,i,i,i,i,i,i,i,i,i,i,i
CCC(OC(=O)CN1C(=O)c2ccccc2C1=O)C(=O)NC1CCCC1 (configuration not stated),i,i,i,i,i,i,i,i,i,i,i
O=C(NCc1ccccc1Cl)c1ccc2c(=O)n(CCCN3CCCC3=O)c(=S)[nH]c2c1,i,i,i,i,i,i,i,i,i,i,i
CC(=O)N1CCSc2ccc(S(=O)(=O)Nc3ccccc3C)cc21,i,i,i,i,i,i,i,i,i,i,i
O=C(NCC1CC1)c1onc(CSc2nc3ccccc3[nH]2)c1C(=O)NCC1CC1,i,i,i,i,i,i,i,i,i,i,i
CCOc1cc(/C=C2\CCn3c2nc2cc(Cl)ccc2c3=O)ccc1O,i,i,i,i,i,i,i,i,i,i,i
O=C(N/C(=C/c1ccc([N+](=O)[O-])cc1)C(=O)N1CCOCC1)c1ccco1,i,i,i,i,i,i,i,i,i,i,i
COCc1nnc(NC(=O)c2ccc(NC(C)=O)cc2)s1,i,i,i,i,i,i,i,i,i,i,i
COc1ccc(C(=O)c2nc3c(n2O)CCCC3)cc1OC,i,i,i,i,i,i,i,i,i,i,i
COCCc1ncc(CN2CCCC(C(=O)Nc3cccc(-c4cccc(C)c4)c3)C2)cn1 (configuration not stated),i,i,i,i,i,i,i,i,i,i,i
CS(=O)(=O)N1CC(C(=O)NN)Oc2ccc(Cl)cc21 (configuration not stated),i,i,i,i,i,i,i,i,i,i,i
NC(=NCCc1ccccc1)NS(=O)(=O)c1ccccc1F,i,i,i,i,i,i,i,i,i,i,i
CCOCc1nnc(NC(=O)CCS(=O)(=O)Cc2ccccc2)s1,i,i,i,i,i,i,i,i,i,i,i
O=C(c1ccco1)N1CCN(Cc2ccccc2F)CC1,i,i,i,i,i,i,i,i,i,i,i
COc1cnn(-c2cccc(C(F)(F)F)c2)c(=O)c1Cl,i,i,i,i,i,i,i,i,i,i,i
CC1CCN(S(=O)(=O)c2ccc3c(c2)CCN3C(=O)CCC(=O)O)CC1,i,i,i,i,i,i,i,i,i,i,i
COC(=O)c1ccc(Cn2c(CN3CCOCC3)nc3ccccc3c2=O)o1,i,i,i,i,i,i,i,i,i,i,i
CC(C(=O)N1CCN(Cc2ccc3c(c2)OCO3)CC1)c1ccc([N+](=O)[O-])cc1 (configuration not stated),i,i,i,i,i,i,i,i,i,i,i
COc1cccc(N2CCN(CC(=O)NCc3ccccc3)CC2)c1,i,i,i,i,i,i,i,i,i,i,i
CC(=O)c1ccc(COC(=O)Cc2ccc([N+](=O)[O-])cc2)cc1,i,i,i,i,i,i,i,i,i,i,i
Cc1ccc(OCC(=O)NCc2n[nH]c(=O)c3ccccc23)cc1,i,i,i,i,i,i,i,i,i,i,i
CCCc1c(O)nc(SCCN(CC)CC)[nH]c1=O,i,i,i,i,i,i,i,i,112*,i,i
Fc1ccccc1CSc1nc2ccccc2[nH]1,i,i,i,i,i,i,i,i,i,i,i
CCn1c(COc2ccc(=O)n(-c3ccccc3)n2)n[nH]c1=S,i,i,i,i,i,i,i,i,i,i,i
CC(C)c1ccc(C(=O)NNC(=O)C2C3CCC(C3)C2C(=O)O)cc1 (configuration not stated),i,i,i,i,i,i,i,i,i,.,i
CCCCCn1c(CCNC(=O)CCC)nc2ccccc21,i,i,i,i,i,i,i,i,i,i,i
Cc1cc(S(=O)(=O)N2CCCC2)ccc1OCC(=O)N1CCC(C(N)=O)CC1,i,i,i,i,i,i,i,i,i,i,i
CCOc1ccc(/C=N/NC(=S)Nc2c(C)cccc2C)cc1,i,i,i,i,i,i,i,i,i,i,i
Cc1ccc(C(=O)N2C3C=CC(C3)C2(C(F)(F)F)C(F)(F)F)cc1 (configuration not stated),i,i,i,i,i,i,i,i,i,i,i
CCN(CC)S(=O)(=O)c1cc(NC(=O)C(=O)c2c(-c3ccccc3)cc3ccccn23)ccc1C,i,i,i,i,i,i,i,i,i,i,i
COc1ccc(C(O)c2nc3ccccc3n2C(C)C)cc1 (configuration not stated),i,i,i,i,i,i,i,i,i,i,i
CC(C)c1ccc(NC(=O)C(c2ccc3c(c2)OCO3)N2CCN(C(=O)c3ccco3)CC2)cc1 (configuration not stated),i,i,i,i,i,i,i,i,i,i,i
CCNC(=S)/C(=C(/[O-])c1ccc([N+](=O)[O-])cc1)[n+]1ccccc1,i,i,i,i,i,i,i,i,i,i,i
Cc1ccc(N=Cc2c(O)[nH]c3ccccc23)c([N+](=O)[O-])c1,i,i,i,i,i,i,i,i,i,i,i
CCCOc1ccc([N+](=O)[O-])cc1C1NC(=S)NC(c2ccccc2)=C1C(=O)OCC (configuration not stated),i,i,i,i,i,i,i,i,i,i,i
Cc1cc(=O)oc2cc(NC(=O)C3CCCC3)ccc12,i,i,i,i,i,i,i,i,i,i,i
COC(=O)c1cc(C(=O)Nc2nc3ccccc3[nH]2)cc([N+](=O)[O-])c1,i,i,i,i,i,i,i,i,i,i,i
COc1ccc(S(=O)(=O)Nc2cc3[nH]c(=O)oc3cc2C)cc1,i,i,i,i,i,i,i,i,i,.,i
CN1CCN(C(=O)c2ccc3nc(-c4ccccc4)c(-c4ccccc4)nc3c2)CC1,i,i,i,i,i,i,i,i,i,i,i
CCOC(=O)CN(C(=O)COc1nc(-c2ccccc2)cc(C)c1C#N)c1ccc(F)cc1,i,i,i,i,i,i,i,i,i,i,i
COc1cccc(CN2CCN(Cc3cccc4nonc34)CC2CCO)c1 (configuration not stated),i,i,i,i,i,i,i,i,i,i,i
NNC(=S)NCc1ccc2c(c1)OCO2,i,i,i,i,i,i,i,i,i,i,i
O=C(O)C1CCN(C(=O)COc2ccc3c4c(c(=O)oc3c2)CCCC4)CC1,i,i,i,i,i,i,i,i,i,i,i
CC1=CSC2=NC(C(F)(F)F)(C(F)(F)F)NC(=O)N12,i,i,i,i,i,i,i,i,i,i,i
CCOC(=O)COc1ccc2c(C)cc(=O)oc2c1C(=O)c1ccccc1,i,i,i,i,i,i,i,i,i,i,i
c1ccc(CSc2nnc(-c3cccnc3)o2)cc1,i,i,i,i,i,i,i,i,i,i,i
CCn1c(SCC(=O)N/N=C(/C)c2ccncc2)nc2ccccc21,i,i,i,i,i,i,i,i,i,i,i

# Further records:
structure,MrgX1 antagonist,ANO1 block,TRPC6 inh,RGS4 inh,TRPC4 PAM,MrgX1 ag,TRPC4 block,TRPC6 act,TRPC4 agonist,ANO1 activ,MrgX1 allo act
Fc1ccc(CNC(=S)NC2CCCCCC2)cc1,i,i,i,i,i,i,i,i,i,i,i
O=C1c2ccccc2C(=O)N1CCN1CCc2ccccc21,i,i,i,i,i,i,i,i,i,i,i
Cc1ccc(S(=O)(=O)CC(=O)Nc2ccc3nc(C)sc3c2)cc1,i,i,i,i,i,i,i,i,i,i,i
N/C(=N\OC(=O)c1ccc2ccccc2c1)c1ccccc1Cl,i,i,i,i,i,i,i,i,i,i,i
Cc1ccc(CNC(=O)C23CN(Cc4ccccc4)CC2C(c2ccc([N+](=O)[O-])cc2)=NO3)cc1 (configuration not stated),i,i,i,i,i,i,i,i,i,i,i
CN1C2C=C3C(C#N)=C(N)C(C#N)(C#N)[C@@H](c4cccs4)C3C1CC2 (some centres not stated),i,i,i,i,i,i,i,i,i,i,i

# In the list so far, these have a thiophene ring, fused or not.
structure,MrgX1 antagonist,ANO1 block,TRPC6 inh,RGS4 inh,TRPC4 PAM,MrgX1 ag,TRPC4 block,TRPC6 act,TRPC4 agonist,ANO1 activ,MrgX1 allo act
Cc1sc2ncnc(NCC3CCCO3)c2c1C (configuration not stated),i,i,i,i,i,i,i,i,i,i,i
CN1C2C=C3C(C#N)=C(N)C(C#N)(C#N)[C@@H](c4cccs4)C3C1CC2 (some centres not stated),i,i,i,i,i,i,i,i,i,i,i

# Screens (PubChem)
